PAFAH1B3 FP inh = blocks human PAF acetylhydrolase 1B catalytic subunit 3; inhibition, % at 3.39 µM; Q15102; 0.28% of 340,000 active; recombinant PAFAH1B3, FP-rhodamine probe, fluorescence polarization;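 active means inhibition above the screen-wide average of all tested compounds plus 3 SD, cut at about 25% in these data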;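 further: 0% = enzyme with DMSO only and 100% = wells lacking PAFAH1B3 protein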
LYPLA2 counter = LYPLA2 (human) inhibition in PME1 counter-screen | O95372 | inhibition, % at 5.9 µM | AID 2177 | recombinant LYPLA2, FP-Rh probe fluorescence polarization | 0.38% of 320,000 active;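 active means inhibition above the screen-wide mean plus 3 SD, limit set per campaign, cut at about 26% in these data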;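 further: 0% = LYPLA2 with DMSO and 100% = wells lacking LYPLA2 enzyme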
Target sequence (O95372 whole entry, looked up): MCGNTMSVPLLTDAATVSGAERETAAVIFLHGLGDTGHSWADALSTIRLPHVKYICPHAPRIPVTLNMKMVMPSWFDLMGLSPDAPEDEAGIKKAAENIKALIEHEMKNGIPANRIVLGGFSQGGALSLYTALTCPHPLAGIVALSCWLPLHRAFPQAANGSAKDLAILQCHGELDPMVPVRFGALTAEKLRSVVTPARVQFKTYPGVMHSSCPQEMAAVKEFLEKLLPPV
PAFAH1B2 FP inh = inhibitors of human PAFAH1B2; P68402; recombinant PAFAH1B2, FP-rhodamine activity probe, fluorescence polarization; inhibition, % at 3.39 µM; 1.2% of 340,000 active;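 active means inhibition above the mean of all tested compounds plus 3 SD, cut at about 24% in these data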;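 further: 0% = enzyme with DMSO and 100% = wells lacking PAFAH1B2; many of its hits are not listed in these tables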
Target sequence (P68402 whole entry, looked up): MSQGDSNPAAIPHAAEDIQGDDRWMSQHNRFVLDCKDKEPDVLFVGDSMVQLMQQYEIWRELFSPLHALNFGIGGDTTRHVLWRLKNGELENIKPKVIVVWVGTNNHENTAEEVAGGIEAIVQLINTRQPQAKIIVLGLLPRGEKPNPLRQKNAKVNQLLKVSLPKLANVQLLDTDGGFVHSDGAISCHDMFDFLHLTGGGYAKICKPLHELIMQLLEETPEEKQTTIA
LYPLA1 counter = counter-screen for PME1 inhibitors: inhibitors of human LYPLA1 | recombinant LYPLA1, FP-Rh probe fluorescence polarization | inhibition, % at 5.9 µM | 0.16% of 320,000 active;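 active means inhibition above the mean of all tested compounds plus 3 SD, set per campaign, cut at about 14% in these data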;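 further: inhibitors block serine hydrolase probe labeling of LYPLA1 so polarization falls; 0% = enzyme with DMSO and 100% = wells lacking LYPLA1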
PAD4 FP inh = PAD4 (human) enzyme inhibition; Q9UM07; recombinant PAD4, RCA probe fluorescence polarization; inhibition, % at 6.36 µM; 0.41% of 330,000 active; AID 485272;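 active means percent inhibition above a cutoff equal to the mean of all tested compounds plus 3 SD, cut at about 15% in these data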;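 further: 0% = PAD4 with RCA probe and DMSO and 100% = probe without PAD4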
GSTO1 inh = counter-screen for RBBP9 inhibitors: inhibitors of human GSTO1; P78417; recombinant GSTO1, activity-based probe fluorescence polarization; inhibition, % at 5.96 µM; 1.1% of 300,000 active; AID 1974;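 active means inhibition above the campaign mean inhibition plus 3 SD, cut at about 35% in these data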;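 further: 0% = GSTO1-1 with DMSO and 100% = wells lacking GSTO1-1 enzyme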
pPAFAH inh = inhibitors of human plasma PAF acetylhydrolase (pPAFAH). Q13093. recombinant pPAFAH, FP-rhodamine probe fluorescence polarization. inhibition, % at 3.39 µM. 1.5% of 330,000 active;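 active means inhibition above the mean inhibition across the screen plus 3 SD, cut at about 25% in these data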;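 further: inhibitors block binding of the rhodamine activity-based probe so polarization drops; 0% = enzyme with DMSO and 100% = wells lacking pPAFAH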
Target sequence (Q13093 whole entry, looked up): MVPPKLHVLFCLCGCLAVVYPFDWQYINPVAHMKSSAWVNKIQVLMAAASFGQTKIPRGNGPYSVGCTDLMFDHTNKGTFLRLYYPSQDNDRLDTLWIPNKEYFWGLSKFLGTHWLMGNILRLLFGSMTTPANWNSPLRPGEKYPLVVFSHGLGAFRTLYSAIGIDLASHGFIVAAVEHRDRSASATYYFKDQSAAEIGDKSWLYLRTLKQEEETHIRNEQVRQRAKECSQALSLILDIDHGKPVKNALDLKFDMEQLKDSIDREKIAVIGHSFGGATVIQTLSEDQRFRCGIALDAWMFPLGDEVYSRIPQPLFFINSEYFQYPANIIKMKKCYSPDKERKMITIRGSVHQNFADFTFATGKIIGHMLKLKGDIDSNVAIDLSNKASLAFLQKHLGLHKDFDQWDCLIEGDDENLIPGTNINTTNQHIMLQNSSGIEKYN
PME-1 primary = PME-1 (human) inhibition | recombinant PME-1, FP-Rh probe fluorescence polarization | inhibition, % at 5.9 µM | 0.53% of 320,000 active | AID 2130;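 active means inhibition above the campaign mean of all compounds plus 3 SD, cut at about 26% in these data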;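 further: competitive labeling of PME-1 active site by serine hydrolase directed probe; 0% = PME-1 with DMSO and 100% = wells lacking PME-1 enzyme; inhibitors block probe labeling so polarization falls and inhibition rises; many of its hits are not listed in these tables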
PREPL inh = inhibits the human prolyl oligopeptidase-like enzyme | Q4J6C6 | recombinant PREPL, fluorescence polarization activity-based probe | inhibition, % at 5.96 µM | AID 2751 | 0.68% of 320,000 active; in the data active means inhibition above about 43%;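 further: 0% = enzyme with DMSO and 100% = wells lacking enzyme; many of its hits are not listed in these tables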
The depositor's hits bear a star; · = no result given. These rows are one share of the data; the hit share may differ from the screen's.

compound,PAFAH1B3 FP inh,LYPLA2 counter,PAFAH1B2 FP inh,LYPLA1 counter,PAD4 FP inh,GSTO1 inh,pPAFAH inh,PME-1 primary,PREPL inh
CCOC(=O)/C(C#N)=C1/SC(C)C(=O)N1c1ccc(Br)cc1 (configuration not stated),-1,3,0,-5,-5,1,3,9,3
Cc1ccc(N2CC(=O)Nc3c(sc4nc(C)cc(C)c34)C2=O)cc1,6,3,3,2,0,2,-1,4,14
NC(=O)NCCCC(=O)OCC(=O)c1ccc2ccccc2c1,10,-4,8,-2,-1,-4,6,-2,1
COc1cccc(C(=O)Nc2ncc3c(n2)CC(C)(C)CC3=O)c1,-4,-3,1,-2,-1,-5,1,5,-11
COc1cc2c(cc1OC)CN(C(=O)CCNC(=O)c1ccccc1Cl)CC2,1,·,5,·,-2,·,2,·,2
CCN1CCN(c2c(Cl)cccc2NC(=O)c2ccco2)CC1,-11,0,-5,-1,3,4,2,1,6
CC(C)CCNC(=O)C(=O)NCc1ccccc1,1,4,5,0,-1,8,-4,2,3
COc1ccc(-c2ccc3oc(-c4ccsc4)cc(=O)c3c2)cc1F,3,·,-9,·,0,·,0,·,15
CCc1nc2c(cnn2-c2ccc(Cl)cc2)c(=O)n1-c1ccc2c(c1)OCCO2,6,0,3,1,0,4,4,3,-1
COc1ccc(NC(=S)N(CCCN2CCCC2)Cc2ccco2)cc1,-4,1,3,-1,3,-5,4,1,6
CC(=NCc1ccco1)C1=C(O)c2ccccc2C1=O,-2,6,-3,-1,-2,7,0,2,16
O=c1c2[nH]c3ccc(F)cc3c2ncn1C1CCCCC1,6,-9,6,4,-7,-8,-9,0,9
Brc1ccccc1C1CC(c2ccccc2)=Nc2ccccc2N1 (configuration not stated),1,3,4,-4,-6,-3,8,-1,5
CCN(CC)C(=O)COc1ccc2oc(-c3ccco3)cc(=O)c2c1,1,-3,4,-3,-1,1,0,-8,8
COC(=O)C1=C(C)N(C(C)C)C(=O)C1(NC(=O)C1CCCCC1)C(F)(F)F (configuration not stated),8,-2,-2,1,-8,-7,0,-3,16
COc1cccc(-c2cc(C(=O)N3CCOCC3)no2)c1,-1,-8,-3,0,1,8,-1,-3,7
CC(C)c1ccc(C(=O)NNC(=O)c2ccncc2)cc1,0,-7,-3,-2,-11,3,-3,-6,0
COc1ccc(NC(=O)C2CCN(S(C)(=O)=O)CC2)cc1OC,8,-10,4,-2,3,-4,0,0,-4
Cn1c(=O)c2cc(S(=O)(=O)N3CCOCC3)ccc2n(C)c1=O,7,9,3,-1,2,2,2,-3,18
NC(=O)CSc1nnc2ccc(-c3ccc(F)cc3)nn12,-6,-2,-1,2,-3,-7,2,1,-7
COC1CCCN(C(=O)c2ccc3oc(Cc4ccc(Cl)cc4)nc3c2)C1 (configuration not stated),7,13,-1,5,-3,3,1,4,14
COc1ccc(NC(=O)OCCn2c([N+](=O)[O-])cnc2C)cc1,2,-1,1,-2,-5,0,6,2,-5
CC(NC(=O)CN(C)S(=O)(=O)c1cnc[nH]1)c1ccccc1 (configuration not stated),0,-4,2,-3,0,3,-2,-1,-2
CCCCn1c(N)c(N(CCOC)C(=O)c2ccc3c(c2)C(=O)N(c2ccccc2Cl)C3=O)c(=O)[nH]c1=O,6,·,-1,·,-1,·,4,·,4
COc1ccc(Cn2c(=S)[nH]c3cc(OC)c(OC)cc3c2=O)cc1,-6,-3,0,-2,-1,12,0,1,6
CC(c1ccon1)N(C)C(=O)c1ccc2nc(Cc3cccc(Cl)c3)oc2c1 (configuration not stated),-1,4,-4,1,3,-1,7,-1,25
O=[N+]([O-])c1cccc(/C=N\N2CCN(c3ccc(Cl)cc3)CC2)c1,14,2,-1,2,-1,0,1,1,-4
COc1ccccc1CC(=O)NCCc1ccccc1,4,-8,4,-2,2,8,0,3,-5
COCCN1C(=O)c2oc3c(C)cc(C)cc3c(=O)c2C1c1cccc(O)c1 (configuration not stated),7,-1,10,-2,-7,2,2,4,3
C=CCNc1nc(C(=O)OCC(=O)NCc2ccccc2OC)cs1,4,-5,0,-1,-1,0,22,3,-3
Cc1ccc(OCCNC(=O)c2cc(=O)[nH]c3ccccc23)cc1,7,7,8,3,1,10,4,1,3
OC(COc1ccccc1Cl)CN1CCN(CC(O)COc2ccccc2Cl)CC1 (configuration not stated),6,12,2,-2,5,14,-3,2,-9
C=CC[C@@H](CC(=O)N[C@H](CO)Cc1ccccc1)C(=O)N[C@H](COC(=O)[C@@H](CC=C)Cc1ccc(F)cc1)Cc1ccccc1,-15,·,4,·,3,·,-2,·,-2
CC1(C)Cc2nc3nc(SCC(=O)NCCc4ccccc4)n(-c4ccccc4)c(=O)c3cc2CO1,3,3,13,-4,0,2,-4,-3,-1
Cc1nc(N2CCOCC2)c2c(C)c(C(=O)Nc3ccccc3Cl)sc2n1,5,-1,0,-1,-6,6,-5,-4,-7
CC(C)N(CCCNC(=O)C1CCN(S(=O)(=O)N2CCOCC2)CC1)Cc1ccccc1,4,-1,4,-2,-2,3,-6,-6,5
COc1ccc(C(=O)Nc2nc3ccc4nc(C)sc4c3s2)cc1,-33,-33,-23,-15,4,-11,-2,-31,1
O=C(CSc1nccn1-c1ccccc1)N1CCc2ccccc21,4,1,-2,-3,1,-4,3,8,6
COC(=O)Cc1c(C)c2ccc(OCC(=O)N3CCC(C)CC3)c(C)c2oc1=O,1,10,4,7,2,-9,10,6,0
CCOc1ccc(S(=O)(=O)N2CCOCC2)cc1NC(=O)CN1C(=O)NC(CC)(c2ccccc2)C1=O (configuration not stated),-2,-5,2,0,-5,-4,-1,1,-14
CCC1(c2ccc(F)cc2)NC(=O)N(CC(=O)Nc2cc(C)on2)C1=O (configuration not stated),5,6,2,-1,0,·,3,-3,-5
CCOC(=O)CCc1c(C)c2ccc(OCc3nn[nH]n3)c(C)c2oc1=O,7,-2,-5,1,-1,-6,-2,-2,-3
CCOc1cc(N2CCOCC2)c(OCC)cc1NC(=O)COC(=O)[C@H](Cc1c[nH]c2ccccc12)NC(C)=O,0,-2,-3,-3,1,2,8,-2,19
CCOC(=O)c1cccc(NC(=O)c2c(NCc3ccccc3)[nH]c(=O)[nH]c2=O)c1,7,-5,-5,-3,-7,-28,-7,2,8
Cc1ccc(-c2nc(NCc3ccc(F)cc3)n(S(C)(=O)=O)n2)cc1,7,1,8,-1,1,4,6,1,-13
COc1ccc(OC)c(Cc2nnc(CCC(=O)NCc3nc4ccccc4s3)o2)c1,3,-3,-1,-2,-2,5,-2,1,14
CCOC(=O)N1CCC(N2CC34C=CC(O3)C(C(=O)Nc3ccc(F)cc3)C4C2=O)CC1 (configuration not stated),3,-8,-4,-5,1,9,-7,-2,17
CCOCc1c(C(=O)NCc2ccccc2CN2CCCC2)oc2ccccc12,2,0,5,-2,-4,·,1,-5,3
O=C(/C=C/c1ccccc1)NCCS(=O)(=O)N1CCN(c2ccccc2F)CC1,4,-5,4,1,-2,-4,-3,-3,-28
CC1(C)CC(NC(=O)CC(c2ccccc2)c2ccccc2)CC(C)(C)N1,2,6,0,3,2,5,1,3,6
COc1cccc(CNC(=O)CCC2CCCN(C(=O)c3ccc(C)nc3)C2)c1 (configuration not stated),6,2,-2,1,-1,1,5,6,-5
COc1ccc(-c2nnc(SCC(=O)N3CCOCC3)o2)cc1,10,2,-2,-2,-6,13,-1,-2,17
CC(=O)c1ccc(OCC(=O)NCC2(N3CCCCC3)CCCCC2)cc1,6,3,3,0,3,2,3,-5,18
CN(C)c1cc[n+](CC(=O)Nc2cccc([N+](=O)[O-])c2)cc1,5,-1,2,2,-3,-1,4,5,-7
O=C(COC(=O)C1CCN(c2ccc(C(F)(F)F)cn2)CC1)Nc1cc(F)ccc1F,5,-1,3,0,-2,-12,0,1,-1
Cc1ccc(C(=O)/C=C/c2ccc(-c3ccccc3[N+](=O)[O-])o2)cc1,-5,-8,6,-4,-11,8,7,0,15
COCCNC(=O)c1ccc(NC(=O)C2(c3ccccc3)CCCC2)cc1,17,-1,15,-3,4,-1,8,0,0
CN1CCN(CC(O)COC(c2ccc(Cl)cc2)c2ccc(Cl)cc2)CC1 (configuration not stated),-2,1,2,-8,3,-2,-4,3,-2
CCOc1ccccc1N(CC(=O)Nc1ccc(S(=O)(=O)N2CCOCC2)cc1)S(=O)(=O)c1ccccc1,-11,-25,-3,-7,-6,-14,1,-26,9
NC(=O)c1ccsc1NC(=O)COC(=O)COc1ccc(C=O)cc1,9,-1,2,-3,0,·,8,5,10

Additional records follow.
compound,PAFAH1B3 FP inh,LYPLA2 counter,PAFAH1B2 FP inh,LYPLA1 counter,PAD4 FP inh,GSTO1 inh,pPAFAH inh,PME-1 primary,PREPL inh
CC(C)(C)c1ccc(OCC(=O)N/N=C/c2cc(Br)ccc2OC(=O)c2ccco2)cc1,5,2,9,-1,-1,9,2,-5,-1
O=C(COc1ccc(F)cc1)N(CC1=CCS(=O)(=O)C1)c1ccccc1,4,0,8,2,1,0,-2,10,-6
O=C(c1ccccc1)c1c[nH]c(C(=O)C(Cl)(Cl)Cl)c1,8,-9,-1,-1,1,-4,-5,-6,-5
COc1ccc(C)cc1-n1nnnc1SCn1nnc2ccccc2c1=O,1,0,3,-2,-4,1,6,-5,-21
Cc1ccc(NC(=O)c2ccc3[nH]c(=O)c(=O)[nH]c3c2)nc1,-2,-5,-3,-3,-1,-6,9,-1,8
C[C@H]1CN([C@@H](C)CO)C(=O)c2cc(NS(=O)(=O)c3ccc(Cl)cc3)ccc2O[C@@H]1CN(C)CC1CCCCC1,-2,·,5,·,-2,·,9,·,25
